# A350 fluor: compound fluoresces in the Alexa 350 spectral region; Compound autofluorescence, 340/450 nm, Alexa 350 dye-equivalents; hits give high values; max dye-equivalent concentration, M; actives 11% (n = 59,000); AID 590; in the data active = max dye-equivalent concentration above about 10 nM; inconclusive = mostly about 1.1 nM to 9.6 nM
# ERK AVP block: vasopressin-driven ERK pathway inhibition; Potency, µM (titrated, usually from 57.5 µM), inactives show top-dose activity, negative = inhibition, usual class: inhibitors; HEK293-V1b, vasopressin-stimulated pERK AlphaScreen; actives 0.99% (n = 72,000); also: potency is read from the fitted curve at half-maximal effect; % is scaled to controls: 0 for no effect and ±100 for the full control effect; nearly all actives have a fitted effect of over 55% in size
#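 Overnight-seeded V1b-HEK293 cells in 1% FBS got compound, then vasopressin (25 nM final, 5 min, 37C), then lysis buffer. AlphaScreen detection of phospho-ERK; activity normalized to basal and full-stimulation controls.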
# BRCT inh red: disrupts BRCA1 BRCT binding to phosphoprotein, red fluorophore readout; P38398; BRCT-phosphopeptide binding, red fluorescence polarization; Potency, µM (series often up to 76.9 µM), for inactives: at the highest dose activity change, negative = inhibition, most hits filed as inhibitors; actives 0.03% (n = 75,000); also: % is scaled to controls: 0 for no effect and ±100 for the full control effect
#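 Rhodamine-labelled pBACH1 10-mer (100 nM) bound to BRCT domain (100 nM) at pH 7.3; compounds incubated 12 min room temperature, polarization read. Free peptide defines full inhibition; unlabelled decapeptide titrated as control.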
# HEK293 cAMP cs: parental HEK293 cAMP activation (counter-screen) | parental HEK293 CNG cAMP sensor, membrane potential fluorescence | Potency, µM (titrated, usually from 57.1 µM), for the others: at the top dose activation, hits mostly activators | actives 2.5% (n = 73,000) | AID 938; also: potency is read from the fitted curve at half-maximal effect; % of control where 0% means no effect; nearly all actives have a fitted effect of over 55% in size
#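 Counterscreen for endogenous-receptor signalling: CNG-channel HEK 293 cells report cAMP rise by membrane depolarization. After 60 min dye equilibration with 100 uM RO 20-1724, compounds incubated 30 min before bottom-read fluorescence at 590 nm.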
# BRCT PPI green: blocks human BRCA1 BRCT binding to phosphopeptide, green readout; P38398; BRCA1 BRCT-phosphopeptide binding, green fluorescence polarization; Potency, µM (titrated, usually from 76.9 µM), without a hit: at the highest dose activity change, negative = inhibition, usual class: inhibitors; actives 0.05% (n = 75,000); AID 875;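 also: potency is read from the fitted curve at half-maximal effect; plate controls were peptide without protein for full effect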
#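 Compounds were incubated for 12 min at room temperature with a complex of 100 nM fluorescein-tagged pBACH1 decapeptide and 250 nM His-tagged BRCT protein. Buffer was phosphate pH 7.3 with EDTA, DTT and Tween 20. Disruption of binding lowers the polarization signal.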
# Tau filament bind: tau filament binding; Potency, µM (highest dose often 57.1 µM), inactives show at the highest dose activity change, negative = inhibition; AID 596; recombinant tau filaments, thioflavin S fluorescence, 15 h; filaments grown with octadecylsulfate alongside compound; actives 2% (n = 71,000);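 also: potency is read from the fitted curve at half-maximal effect; % is scaled to controls: 0 for no effect and ±100 for the full control effect; actives lower thioflavin S fluorescence by blocking filaments or displacing dye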
#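 Tau 2 uM in ThS buffer dispensed; compound added; 60 uM ODS added (finals 1 uM tau, 30 uM ODS); 15 h 37 C; fluor ex450/em510.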
# CRE Fsk mod: alters forskolin-stimulated CRE reporter signaling in CHO cells; actives 2.5% (n = 71,000); CHO CRE-bla reporter (cAMP response element driving beta-lactamase), forskolin EC10, beta-lactamase ratio; Potency, µM (series often up to 38.2 µM), for the others: top-dose activity change, negative = inhibition, most hits filed as activators; AID 662; active = well fitted activation curve with a large enough effect in the signal ratio, with a control signal flat, not every such curve was filed as active; inconclusive = small, poorly fitted or top-dose-only effect, or effect the other way, or a change in a side signal; the % refers to the signal ratio; also: potency is read from the fitted curve at half-maximal effect; % of control where 0% means no effect
#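 CRE-bla CHO reporter cells treated with compound titration plus EC10 NKH 477 (water-soluble forskolin), incubated 3 h at 37 °C; CCF4 loading 2 h at room temperature, 460/530 nm emission ratio read, AC50 values derived for positive or negative modulators.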
# Caspase-7 inhib: allosteric or competitive inhibitors of human caspase-7; P55210; recombinant caspase-7, Ac-DEVD-AFC fluorescence rate; Potency, µM (series often up to 57.5 µM), without a hit: at the top dose activity change, negative = inhibition, hits mostly inhibitors; actives 0.02% (n = 75,000); active = well fitted inhibition curve with a large enough effect in the main read-out, with a control signal flat, not every such curve was filed as active; inconclusive = small, poorly fitted or top-dose-only effect, or a change in a side signal; also: potency is read from the fitted curve at half-maximal effect; % of control where 0% means no effect
# Target sequence (P55210 24-198 limits assumed): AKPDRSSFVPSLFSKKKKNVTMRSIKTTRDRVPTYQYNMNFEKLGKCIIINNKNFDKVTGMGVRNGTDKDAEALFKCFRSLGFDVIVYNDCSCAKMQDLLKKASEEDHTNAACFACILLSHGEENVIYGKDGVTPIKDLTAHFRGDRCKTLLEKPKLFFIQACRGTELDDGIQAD
# Target sequence (P55210 207-303 limits assumed): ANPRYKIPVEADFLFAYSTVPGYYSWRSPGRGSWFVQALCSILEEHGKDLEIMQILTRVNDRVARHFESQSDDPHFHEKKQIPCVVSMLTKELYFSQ
# USP2a inhib: blocks human ubiquitin-specific protease USP2a. AID 927. actives 0.1% (n = 60,000). USP2a enzymatic assay, qHTS inhibition. Potency, µM (series often up to 38.3 µM), inactives show at the highest dose activity change, negative = inhibition, actives largely listed as inhibitors;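 also: potency is read from the fitted curve at half-maximal effect; nearly all actives have a fitted effect of over 60% in size; plate controls were DMSO for no effect and NEM full inhibition control for full effect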
# Target sequence (O75604 whole entry, looked up): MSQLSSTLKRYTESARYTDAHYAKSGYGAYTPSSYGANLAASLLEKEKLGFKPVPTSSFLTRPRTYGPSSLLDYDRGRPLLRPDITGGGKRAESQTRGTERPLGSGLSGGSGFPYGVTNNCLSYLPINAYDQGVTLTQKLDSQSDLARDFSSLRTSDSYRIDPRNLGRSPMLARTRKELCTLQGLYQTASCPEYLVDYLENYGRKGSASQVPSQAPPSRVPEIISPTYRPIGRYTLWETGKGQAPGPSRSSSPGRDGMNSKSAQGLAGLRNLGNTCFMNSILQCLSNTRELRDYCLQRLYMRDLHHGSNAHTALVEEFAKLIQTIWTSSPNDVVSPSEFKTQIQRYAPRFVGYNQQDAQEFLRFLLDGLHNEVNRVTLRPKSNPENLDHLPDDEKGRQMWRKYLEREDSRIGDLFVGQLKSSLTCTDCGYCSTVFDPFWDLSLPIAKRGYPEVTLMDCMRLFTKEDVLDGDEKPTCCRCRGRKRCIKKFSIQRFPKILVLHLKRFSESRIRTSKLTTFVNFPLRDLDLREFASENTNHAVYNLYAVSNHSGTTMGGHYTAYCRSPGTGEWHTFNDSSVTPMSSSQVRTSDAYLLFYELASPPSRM
#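 Coupled readout: USP2-cleaved Ub-PLA2 (20nM final) turns over NBD C6-HPC (20uM final), Ex 460nm/Em 535nm after 2.5 h, time-zero read flagging artifacts. Enzyme (20nM final, pH 8.0 Tris) given 30 min RT with compound first; NEM defines full inhibition.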
# Casp1 inh: blocks human caspase-1 allosterically or competitively. P29466. Caspase-1 enzyme, Ac-WEHD-AFC fluorogenic rate. Potency, µM (highest dose often 57.5 µM), inactives show at the highest dose activity change, negative = inhibition, actives largely listed as inhibitors. actives 0.03% (n = 75,000). AID 900;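 also: potency is read from the fitted curve at half-maximal effect; plate controls were vehicle for no effect and no substrate for full effect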
# FLuc inh: blocks Photinus pyralis firefly luciferase activity; P08659; purified firefly luciferase, luminescence, 8 min; Potency, µM (top dose mostly 57.1 µM), inactives show at the top dose activity change, negative = inhibition, hits mostly inhibitors; actives 2.2% (n = 72,000); AID 411; also: potency is read from the fitted curve at half-maximal effect; % is scaled to controls: 0 for no effect and ±100 for the full control effect; nearly all actives have a fitted effect of over 40% in size
#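 Here, luciferase activity is measured as luminescence following an 8 min room-temperature reaction at 10 uM ATP, pH 7.2. Every library sample is titrated.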
# * = called active by the depositor; i = inactive; ? = inconclusive; · = not tested or not shown; & = joins results of further samples; [ ] = remark or other dose. Unless noted, calls follow the shape of the dose curve; as a rule, active = well fitted curve in the direction sought with a large enough effect; inconclusive = small, poorly fitted or top-dose-only effect, or another doubt; inactive = no such curve, though single readings can be large; an effect the other way counts as inactive or inconclusive.
# Start of the data: the first seven records (preview)
SMILES,A350 fluor,ERK AVP block,BRCT inh red,HEK293 cAMP cs,BRCT PPI green,Tau filament bind,CRE Fsk mod,Caspase-7 inhib,USP2a inhib,Casp1 inh,FLuc inh
CC(C)C1N=C2c3ccccc3N=C(SCC#N)N2C1=O (stereo unspecified),1.9e-07M*,13%,0.1%,10%,0.5%,2%,7%,1%,-6%,-1%,-1%
COc1ccccc1N1CCN(C(=O)c2sc3nc(-c4ccccc4)cn3c2C)CC1,i,1%,0.1%,10%,1.0%,1%,?,-22%,24%,?,3%
O=C(CCc1ccccc1)Nc1nc2nc(-c3ccccc3)cc(=O)n2[nH]1,i,9%,-7.0%,-6%,-1.6%,0%,9%,-1%,6%,-3%,-1%
O=C(NCCN1C(=O)C2C3C=CC(C3)C2C1=O)Nc1ccccc1 (stereo unspecified),·,-5%,-1.5%,6%,-1.6%,-1%,-8%,-1%,·,-4%,-7%
O=C(Nc1ccc(F)cc1F)c1cc2ncc(Br)cn2n1,?,11%,-5.3%,5%,-3.6%,-18%,-2%,-7%,16%,3%,0%
Cc1cccc(CNc2ccnc(-c3ccccc3C(F)(F)F)n2)c1,i,-27%,-3.5%,?,4.1%,-7%,-13%,-6%,18%,-5%,1%[2.29 µM]
c1ccc(-c2ccc(CN3CCN(c4ncccn4)CC3)cc2)cc1,·,·,-1.1%,?,-1.5%,·,·,-5%,·,-5%,·

# All compounds of this part, repeating the preview:
SMILES,A350 fluor,ERK AVP block,BRCT inh red,HEK293 cAMP cs,BRCT PPI green,Tau filament bind,CRE Fsk mod,Caspase-7 inhib,USP2a inhib,Casp1 inh,FLuc inh
CC(C)C1N=C2c3ccccc3N=C(SCC#N)N2C1=O (stereo unspecified),1.9e-07M*,13%,0.1%,10%,0.5%,2%,7%,1%,-6%,-1%,-1%
COc1ccccc1N1CCN(C(=O)c2sc3nc(-c4ccccc4)cn3c2C)CC1,i,1%,0.1%,10%,1.0%,1%,?,-22%,24%,?,3%
O=C(CCc1ccccc1)Nc1nc2nc(-c3ccccc3)cc(=O)n2[nH]1,i,9%,-7.0%,-6%,-1.6%,0%,9%,-1%,6%,-3%,-1%
O=C(NCCN1C(=O)C2C3C=CC(C3)C2C1=O)Nc1ccccc1 (stereo unspecified),·,-5%,-1.5%,6%,-1.6%,-1%,-8%,-1%,·,-4%,-7%
O=C(Nc1ccc(F)cc1F)c1cc2ncc(Br)cn2n1,?,11%,-5.3%,5%,-3.6%,-18%,-2%,-7%,16%,3%,0%
Cc1cccc(CNc2ccnc(-c3ccccc3C(F)(F)F)n2)c1,i,-27%,-3.5%,?,4.1%,-7%,-13%,-6%,18%,-5%,1%[2.29 µM]
c1ccc(-c2ccc(CN3CCN(c4ncccn4)CC3)cc2)cc1,·,·,-1.1%,?,-1.5%,·,·,-5%,·,-5%,·
CCCCn1cnc2cc(NCc3ccncc3)ccc21,i,-7%,0.4%,10%,1.8%,-18%,11%,0%,0%,-1%,-2%
Cc1cc(C)c2nc(C(F)(F)F)nc(NCCCN3CCCC3=O)c2c1,i,3%,-0.6%,-3%,-4.3%,-4%,?,-2%,3%,-1%,3%
Brc1c(Br)c(Br)c2n[nH]nc2c1Br,·,23%&11%,2.3%&4.7%,22%,-1.2%&4.7%,·,·,-5%&-17%,-7%,-5%&-8%,·
Cc1ccc(-c2nnc3sc(C4COc5ccccc5O4)nn23)cc1 (stereo unspecified),i,-4%,-0.5%,25µM*,0.9%,32%,-2%,-1%,38%[activator],1%,0%
COc1ccc(NC(=O)C2=C(C)NC(=O)NC2c2cccc(OC)c2OC)c(OC)c1 (stereo unspecified),·,-4%,-0.8%,-7%[11.4 µM],-2.8%,18%[11.4 µM],?,-1%,1%[7.66 µM],-2%,-2%
O=c1[nH]c(=O)c2nc(Br)n(C3OC(CO)C(O)C3O)c2[nH]1 (stereo unspecified),·,-1%,1.4%,·,-1.9%,·,·,1%,0%,0%,·
CCS(=O)(=O)NCCCc1ccccc1,i,-8%,-0.7%,1%,0.5%,-10%,?,1%,-2%,1%,0%
COC(=O)c1ccc(CSc2nc(N)cc(N)n2)cc1,?,-18%,2.7%,13%,2.2%,-18%,?,-3%,5%,3%,-20%
Cc1ccc(-n2c(-c3ccncc3)nnc2-c2cccs2)cc1,i,-7%,-0.6%,20%,-1.2%,-2%,7%,-1%,0%,1%,-30%
C=C(C)CSc1nc(C)c(Cc2ccccc2)c(=O)[nH]1,i,12%,0.6%,28%,-0.6%,-9%,?,-4%,5%,1%,1%
CCOC(=O)Cc1nnc(NC(=O)CSc2nncn2C)s1,·,11%,-0.8%,-1%[11.4 µM],1.4%,-2%[11.4 µM],?,-2%,-2%[7.66 µM],-1%,1%
Cn1nccc1C(=O)OCC(=O)Nc1nc(-c2ccccc2)cs1,i,20µM*,-3.1%,6%,2.8%,-16%,-6%,-2%,32%[activator],3%,-11%
Cc1cc(NC(=O)CSc2nnc3c(C)cc4cc5c(cc4n23)OCO5)no1,?,1%,-2.4%,-8%,-0.3%,-17%,?,0%,·,2%,1%
CCCn1c(=O)c(C(=O)Nc2c(C)n(C)n(-c3ccccc3)c2=O)c(O)c2ccccc21,i,3%,0.4%,12%,-0.9%,-4%,1%,8%,6%,-9%,8%
CC(C)(C)c1csc(NC(=O)c2cccs2)n1,?,?,0.8%,18%,-1.7%,-6%,13%,-2%,16%,-1%,?
O=C1C2CC=CCC2C(=O)N1c1n[nH]c(Cc2ccccc2)n1 (stereo unspecified),?,-12%,-0.3%,-2%,-2.1%,-11%,-7%,1%,-3%,0%,0%
CCOC(=O)/C=C1\CC(=O)Nc2nonc2N1,·,-12%,0.8%,1%,-0.2%,5%,-8%,-2%,·,-1%,1%
CCOC(=O)c1[nH]c2ccc(OCC)cc2c1NC(=O)CN1CCCC(C)C1 (stereo unspecified),4.8e-08M*,-2%,1.1%,17%,-3.5%,1%,15%,-1%,19%,-2%,4%
COc1ccc(Cc2nc(-c3ccc(NC(=O)c4cccnc4)cc3)no2)cc1,i,6%,0.8%,7%,-2.9%,-19%,-10%,3%,2%,2%,-1%
O=C(NCCCN1CCN(c2ccccc2F)CC1)C1CCCN(S(=O)(=O)c2cnc[nH]2)C1 (stereo unspecified),·,-12%,0.4%,-1%,-1.5%,-7%,-7%,0%,·,-3%,-1%
Cc1coc2cc3oc(=O)c4c(c3cc12)CCC4,3.9e-07M*,-16%,0.6%,10%,-0.7%,-4%,28%,2%,25%,3%,3%
CCOc1ccc(-c2n[nH]c(C)c2-c2ccccc2OC)c(O)c1,i,?,-1.0%,8%,0.9%,78%,-4%,0%,22%,-3%,1%
O=S(=O)(NCc1ccccn1)c1cccc2cccnc12,·,·,-0.4%,16%,-0.5%,-11%,-4%,2%,·,-1%,3%
COc1ccc(/C=C/N(CCc2ccc(OC)c(OC)c2)C(=O)C(F)(F)F)cc1,·,18%[11.5 µM],-0.4%[15.4 µM],29%[11.4 µM],0.4%[15.4 µM],·,·,0%[11.5 µM],·,-3%[11.5 µM],·
O=C(O)c1cc2cc(Cc3cccnc3)ccc2o1,i,17%&3%,-0.7%&0.3%,-4%,1.6%[3.08 µM],-13%,1%,-26%&1%,-3%&-1%,-16%&1%,-17%
Cc1nc2c3c(-c4ccccc4)c(-c4ccccc4)oc3ncn2n1,1.6e-08M*,-14%,-0.2%,24%,-1.3%,7%,?,-1%,1%,-2%,-1%
CCCCOC(=O)c1ccc(NC(C)=O)cc1,·,·,0.2%,12%,0.9%,·,·,0%,·,-1%,·
O=C(CSc1nnc(-c2ccc(Cl)s2)o1)N1CCc2ccccc21,i,1%,-0.8%,16%,-0.9%,9%,-3%,1%,7%,2%,1%
CCOc1ccc(-n2c(SCC(=O)Nc3ccc4c(c3)OCCO4)nc3c(c2=O)SCC3)cc1,?,-2%,-1.3%,3%,-1.0%,-13%,?,0%,18%,-2%,1%
CCCCN(C)C(=O)Cn1cnc2sc(C)cc2c1=O,i,0%,-0.7%,-1%,-1.5%,8%,3%,-10%,-4%,1%,0%
Cc1ccc(-c2nc(C#N)c(N3CCCCC3)o2)cc1,·,·,-2.3%,10%,-1.5%,21%,22%,-1%,·,-4%,-3%
CC(C)CNS(=O)(=O)c1ccc(CCC(=O)N2CCN(Cc3ccc4c(c3)OCO4)CC2)cc1,i,-5%,1.7%,1%,-1.2%,40%,-11%,0%,-15%,-1%,2%

# Compound activity deposited in PubChem BioAssay by National Center for Advancing Translational Sciences (NCATS).
